DDE Tn7 FP inh: inhibitors of Tn7 peptide binding to human fibrin DD(E); P02675; FP displacement of FITC-Tn7 peptide from fibrin DD(E); 0% = median of compound wells per plate; inhibition, % at 8.3 µM; 370,000 tested, 0.13% active; AID 720508;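 active = inhibition above the mean of compounds falling within the control limits plus 3 SD of them, cut at about 14% in these data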;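 note: 0% = plate median of compound wells and 100% = 10 µM Aha-Tn7 peptide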
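system = human fibrin DD(E) protein | quantity = DD(E) 2 µM final | medium = Tris/NaCl/CaCl2 buffer, pH 7.8 | also added = labelled Tn7 tracer, 0.1 µM | compound dosing = single point at 8.3 µM | timing = compound with protein 10 min, then 3 h after probe, room temperature | signal = FP measurement | benchmarks = Aha-Tn7 high control | repeats = one replicate per compound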
Tn6 DDE FP: inhibitors of Tn6 peptide binding to human fibrin DD(E); 370,000 tested, 0.21% active; P02675; Fibrin DD(E) TRITC-Tn6 fluorescence polarization displacement; inhibition, % at 8.3 µM;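 active = inhibition above a per-campaign cutoff: mean of compounds within control limits plus 3 SD, cut at about 15% in these data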;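 note: 0% = median of all compound wells on the plate and 100% = blocking peptide control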
ADAM17 inh: ADAM17 inhibition, QFRET primary screen; P78536; recombinant ADAM17, EDANS/DABCYL FRET peptide cleavage; inhibition, % at 6.95 µM; 370,000 tested, 0.83% active; AID 720648;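 active = inhibition above the mean of compounds lying between control limits plus 3 SD, set per campaign, cut at about 8.5% in these data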;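 note: 0% = DMSO-only wells as the low control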
TDP2 absorb: TDP2 (human) inhibition, absorbance primary screen. recombinant TDP2, T5PNP hydrolysis, p-nitrophenol absorbance 415 nm. inhibition, % at 12.8 µM. 370,000 tested, 0.34% active. AID 720702;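 active = inhibition above the mean of all tested compounds plus 3 SD, set per campaign, cut at about 25% in these data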;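 note: 0% = DMSO with enzyme and 100% = buffer with substrate but no TDP2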
Target sequence (O95551 whole entry, looked up): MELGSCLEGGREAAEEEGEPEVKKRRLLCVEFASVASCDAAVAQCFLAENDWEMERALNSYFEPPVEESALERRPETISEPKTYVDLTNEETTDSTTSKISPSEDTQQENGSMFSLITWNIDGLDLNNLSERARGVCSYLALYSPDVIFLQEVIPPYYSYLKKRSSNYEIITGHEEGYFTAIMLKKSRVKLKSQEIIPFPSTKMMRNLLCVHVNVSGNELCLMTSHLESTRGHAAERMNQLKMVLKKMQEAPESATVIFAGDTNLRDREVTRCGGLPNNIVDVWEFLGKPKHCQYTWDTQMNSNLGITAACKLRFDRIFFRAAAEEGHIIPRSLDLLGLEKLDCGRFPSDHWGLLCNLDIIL
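System – recombinant human TDP2 · Amount – 120 nM TDP2 per well · Buffer or medium – Mg2+-containing Tris-HCl buffer, pH 7.5 · Reagent – T5PNP substrate, 5 mM · Dosing – 12.8 µM single point, 1% DMSO · Incubation – 2 h at 37 °C · Measured by – epi absorbance · Read-out basis – percent inhibition · Benchmarks – high control without enzyme, low control DMSO plus TDP2 · Repeats – singlicate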
ARFGAP1 inhibitor: rat ARFGAP1 inhibition. Arfgap1-stimulated ARF1 GTP hydrolysis, GDP FP detection. inhibition, % at 16.5 µM. 360,000 tested, 0.26% active. Q62848;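 active = inhibition above a per-plate limit, mean inhibition of low control wells plus 3 SD, cut at about 25% in these data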;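 note: 0% = DMSO wells with enzyme and 100% = wells lacking Arfgap1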
Target sequence (Q62848 1-136 limits assumed): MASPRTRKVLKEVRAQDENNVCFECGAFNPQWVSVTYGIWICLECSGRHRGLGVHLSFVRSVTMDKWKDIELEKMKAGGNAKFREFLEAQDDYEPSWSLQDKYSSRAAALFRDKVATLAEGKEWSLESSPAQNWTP
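material = rat Arfgap1 catalytic domain, aa 1-136 | also added = human ARF1(Δ1-17)-GTP substrate | compound dosing = one concentration, 16.5 µM, DMSO 1.26% | times = GTP hydrolysis reaction 2 h at 25 °C | measured by = FP, GDP Alexa 633 tracer displaced from anti-GDP antibody, 620/688 nm | evaluation = percent inhibition of Arfgap1-stimulated GTP hydrolysis | replication = single well per compound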
PLCb3 inh: blocks human PLC-beta3 enzyme activity | 370,000 tested, 0.18% active | AID 720704 | inhibition, % at 12.2 µM | Purified PLC-beta3, fluorogenic substrate, fluorescence; in the data active = inhibition above about 11%;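 note: 0% = median of compound wells on plate and 100% = full blocker control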
ADAM10 inh: ADAM10 inhibition, QFRET primary screen | recombinant ADAM10, EDANS/DABCYL FRET peptide cleavage, 3 h | inhibition, % at 7 µM | 370,000 tested, 0.62% active | AID 720582;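 active = inhibition above a per-campaign cutoff equal to the mean of compounds falling between control-based bounds plus 3 SD, cut at about 20% in these data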;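 note: 0% = DMSO wells while the 100% control is not disclosed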
Target sequence (O14672 214-748 limits assumed): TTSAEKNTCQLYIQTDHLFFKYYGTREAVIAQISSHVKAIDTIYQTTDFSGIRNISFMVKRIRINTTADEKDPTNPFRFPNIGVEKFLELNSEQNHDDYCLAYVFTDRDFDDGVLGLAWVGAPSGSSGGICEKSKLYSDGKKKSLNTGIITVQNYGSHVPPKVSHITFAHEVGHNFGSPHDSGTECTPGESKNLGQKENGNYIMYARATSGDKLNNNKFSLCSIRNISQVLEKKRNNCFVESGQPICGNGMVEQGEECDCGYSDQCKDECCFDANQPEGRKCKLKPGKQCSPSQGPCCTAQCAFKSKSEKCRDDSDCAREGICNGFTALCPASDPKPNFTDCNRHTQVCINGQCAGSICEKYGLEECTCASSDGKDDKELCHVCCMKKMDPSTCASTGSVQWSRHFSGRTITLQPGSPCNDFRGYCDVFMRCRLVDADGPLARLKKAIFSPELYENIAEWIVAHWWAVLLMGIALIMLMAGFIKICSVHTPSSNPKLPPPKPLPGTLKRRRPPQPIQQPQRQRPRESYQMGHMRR
ASAP1 inh: inhibitors of human ASAP1 ArfGAP activity; Q9ULH1; ASAP1-stimulated ARF1 GTP hydrolysis, GDP FP detection; inhibition, % at 16.5 µM; 360,000 tested, 0.19% active; AID 624377; in the data active = inhibition above about 25%;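 note: 0% = vehicle with enzyme and substrate and 100% = no enzyme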
PLC-gamma1 inh: inhibitors of human phospholipase C gamma1; AID 720700; inhibition, % at 12.2 µM; 370,000 tested, 0.84% active; purified PLC-gamma1, fluorogenic substrate, fluorescence; P19174; in the data active = inhibition above about 9.5%
SIAE inh: blocks human sialic acid acetylesterase. Q9HAT2. SIAE FP-Rh probe binding, fluorescence polarization. inhibition, % at 9.66 µM. 370,000 tested, 0.69% active. AID 1053197;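 active = inhibition above a cutoff: mean of compounds within the control limits plus 3 SD of those, cut at about 17% in these data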;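 note: 0% = plate median of compound wells and 100% = probe without SIAE protein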
An asterisk follows results filed as active; & = joins results of further samples.

#	SMILES	ARFGAP1 inhibitor	ADAM10 inh	DDE Tn7 FP inh	SIAE inh	PLCb3 inh
1	Cc1cccc(C(=O)Nc2ccc3c(c2)nc(C)n3C)c1	-3	8	-5	1	1
2	c1ccc2c(c1)c1ccccc1n2CN1CCOCC1	-7	-5	7	6	0
3	Cc1ccc(Cl)cc1N(C)C(=O)Cn1ncc2c([nH]c3ccccc32)c1=O	3	-3	1	2	-2
4	O=C(NC1CCCCCCC1)c1ccco1	-1	2	4	-6	8
5	COC(=O)c1ccc(OCC(O)CN2CCN(C(=O)c3ccco3)CC2)cc1 (stereo not given)	-2	4	6	2	0
6	CCOc1ccc(S(=O)(=O)N2CCCCC2)cc1NC(=O)CN1C(=O)NC(CC)(c2ccccc2)C1=O (stereo not given)	15	7	-7	-14	-4
7	CCN(CC(=O)NCc1cccs1)C(=O)/C=C/c1cc(Br)ccc1OC(F)F	9	-6	7	7	-6
8	Cc1cccc(-c2nc(CN3CCCC(C(=O)NC4CCCCC4)C3)c(C)o2)c1 (stereo not given)	3	-4	-2	3	3
9	COc1ccc(/C(=N\Nc2ccccc2C(=O)O)c2ccccc2)cc1	-4	1	-1	11	-11
10	COc1cc(Cl)ccc1OCc1cc(C(=O)NC2CCc3ccccc32)no1 (stereo not given)	-2	-16	-2	7	-3

#	ADAM17 inh	Tn6 DDE FP	TDP2 absorb	ASAP1 inh	PLC-gamma1 inh
1	5	-5	-15	4	6
2	1	-2	-6	-14	0
3	0	10	-17	-17	4
4	4	-6	-21	8	11*
5	0	12	-9	-7	4
6	6	-8	6	6	-1
7	-1	2	4	4	-8
8	4	6	-11	7	1
9	3	-1	0	17	-10
10	-4	1	-5	6	2

From entry 2 as far as 6, copied from above:
#	SMILES	ARFGAP1 inhibitor	ADAM10 inh	DDE Tn7 FP inh	SIAE inh	PLCb3 inh
2	c1ccc2c(c1)c1ccccc1n2CN1CCOCC1	-7	-5	7	6	0
3	Cc1ccc(Cl)cc1N(C)C(=O)Cn1ncc2c([nH]c3ccccc32)c1=O	3	-3	1	2	-2
4	O=C(NC1CCCCCCC1)c1ccco1	-1	2	4	-6	8
5	COC(=O)c1ccc(OCC(O)CN2CCN(C(=O)c3ccco3)CC2)cc1 (stereo not given)	-2	4	6	2	0
6	CCOc1ccc(S(=O)(=O)N2CCCCC2)cc1NC(=O)CN1C(=O)NC(CC)(c2ccccc2)C1=O (stereo not given)	15	7	-7	-14	-4

#	ADAM17 inh	Tn6 DDE FP	TDP2 absorb	ASAP1 inh	PLC-gamma1 inh
2	1	-2	-6	-14	0
3	0	10	-17	-17	4
4	4	-6	-21	8	11*
5	0	12	-9	-7	4
6	6	-8	6	6	-1

Further results:
#	SMILES	ARFGAP1 inhibitor	ADAM10 inh	DDE Tn7 FP inh	SIAE inh	PLCb3 inh
11	CCN(CC)c1ccc(CC(=O)NC(C)Cc2ccccc2)cc1 (stereo not given)	3	6	-8	-5	0
12	O=C(Nc1cccc(Cl)c1N1CCCC1)c1cccc(-c2cc3ccccc3oc2=O)c1	-8	-17	-2	-10	-7
13	CNC(=O)CSc1nc(N)c2c3c(sc2n1)CCC3	6	-36	-3	-3	-1
14	CSc1nc2n(n1)C(c1cccs1)C1=C(CCCC1=O)N2 (stereo not given)	-11	-102	3	10	-129
15	O=C(CSC1=Nc2ccccc2C2=NC(CC(=O)N3CCN(c4ccccc4)CC3)C(=O)N12)NCC1CCCO1 (stereo not given)	5	-82	-6	0	-19
16	COc1ccc(NCc2n[nH]nc2-c2ccccc2)cc1Cl	-8	7	6	-1	-4
17	CCN(Cc1ccccc1)C(=O)c1[nH]c2ccc(OC)cc2c1C	-3	1	-8	4	-15
18	Clc1ccc(-n2ncc3c(N4CCCCCC4)ncnc32)cc1	-9	-8	2	1	-1
19	COc1ccc(N2C(=O)C3C(C2=O)C3(c2ccccc2)c2ccccc2)cc1 (stereo not given)	3	17	-3	-12	-1
20	CCOc1ccc(C(=O)NC(=S)Nc2ccccc2N2CCOCC2)cc1Br	10	-7	4	-10	1

#	ADAM17 inh	Tn6 DDE FP	TDP2 absorb	ASAP1 inh	PLC-gamma1 inh
11	1	2	-2	9	0
12	-11	9	-4	0	-4
13	-6	-4	-20	-6	8
14	-35	-4	16	-1	-80
15	-16	3	-4	-4	-17
16	4	-1	-1	1	-6
17	-2	1	-13	11	-4
18	-2	-7	5	-3	0
19	13*	2	-24	6	12*
20	-4	-9	-8	2	9.9*

(cont.)
#	SMILES	ARFGAP1 inhibitor	ADAM10 inh	DDE Tn7 FP inh	SIAE inh	PLCb3 inh
21	Cc1ccc(C2=NOC(C)(c3nnc(-c4ccccc4)o3)C2)cc1 (stereo not given)	-2	-4	3	-4	-4
22	COc1ccc(S(=O)(=O)N2CCCCCC2)cc1C(=O)N(C)CC(=O)Nc1ccc(F)cc1	4	-4	1	2	-12
23	Cc1[nH]c(C)c(S(=O)(=O)Nc2ccccc2Cl)c1C(=O)N1CCCC1	-1	5	-1	5	-1
24	O=C(N/N=C/c1ccccc1)c1cc(-c2ccc3c(c2)OCO3)n[nH]1	6	-1	2	-10	-1
25	CCOc1ccc2ccccc2c1C(=O)N[C@@H]1C(=O)N2[C@@H]1SC(C)(C)[C@@H]2C(=O)O	4&9	-9&-1	-7&4	5&-9	-8&-1
26	Cc1ccc(OCC(=O)NCc2ccc3c(c2)OCO3)c([N+](=O)[O-])n1	-8	-6	-8	-4	-2
27	COC(=O)CSc1nccc(-c2cccs2)n1	-5	1	4	-6	-2
28	CC1CCC(NC(=O)CCS(=O)(=O)c2ccc3c(c2)CC(C)N3C(=O)C2CC2)CC1 (stereo not given)	-9	3	1	9	-4
29	CCOCCCN(C(=O)Nc1ccc(CC)cc1)C1CCN(C(C)=O)CC1	-2	-2	7	-6	0
30	CCOC(=O)C1=C(C)NC2=C(C(=O)CC(C)(C)C2)C1c1ccc(N(C)C)cc1 (stereo not given)	-9	-20	5	2	-24

#	ADAM17 inh	Tn6 DDE FP	TDP2 absorb	ASAP1 inh	PLC-gamma1 inh
21	-1	6	-14	5	0
22	0	1	-7	2	0
23	-2	10	12	-14	0
24	-1	1	8	-1	1
25	-3&-6	3&2	8&-7	11&2	-5&-1
26	-3	2	7	1	3
27	-3	6	-10	6	3
28	-3	2	3	-1	3
29	-4	4	-10	-3	-1
30	-8	0	-1	8	-16

Part of the list above, tab-delimited:
cpd	Compound	ARFGAP1 inhibitor	ADAM10 inh	DDE Tn7 FP inh	SIAE inh	PLCb3 inh	ADAM17 inh	Tn6 DDE FP	TDP2 absorb	ASAP1 inh	PLC-gamma1 inh
22	COc1ccc(S(=O)(=O)N2CCCCCC2)cc1C(=O)N(C)CC(=O)Nc1ccc(F)cc1	4	-4	1	2	-12	0	1	-7	2	0
23	Cc1[nH]c(C)c(S(=O)(=O)Nc2ccccc2Cl)c1C(=O)N1CCCC1	-1	5	-1	5	-1	-2	10	12	-14	0

Other compounds
#	SMILES	ARFGAP1 inhibitor	ADAM10 inh	DDE Tn7 FP inh	SIAE inh	PLCb3 inh
31	Cc1ccc(C2c3c(oc4cc(C)c(C)cc4c3=O)C(=O)N2CCCN2CCOCC2)cc1 (stereo not given)	-6	-17	7	-3	-33
32	COC(=O)C(Cc1ccc(O)cc1)NC(=O)CCc1ccco1 (stereo not given)	10	-4	-8	-1	-4
33	COc1ccc(/C=C/C(=O)Nc2ccncc2)cc1OC	8	-497	3	-15	-414
34	O=C(NCCC1=CCCCC1)c1cc(S(=O)(=O)N2CCOCC2)ccc1Cl	6	-5	-3	14	-3
35	COCC(=O)NCC1CCN(C(=O)C(=O)c2cccs2)CC1	6	1	-11	-1	4
36	Cc1nnc(SCC(=O)Nc2ccc([N+](=O)[O-])cc2)n1C	1	-2	-3	-1	-3
37	CC(=O)[C@@H]1[C@@H]2C(=O)N(Cc3ccccc3)C(=O)[C@@H]2C2c3ccccc3C=CN21 (stereo not given in full)	5	-21	5	-11	-86
38	CC(C)(C)C(=O)Nc1scc(-c2ccc(-c3ccccc3)cc2)c1C(=O)O	-7	3	-3	-4	-9
39	O=C(CSc1nc2ccccc2s1)N/N=C/c1cc([N+](=O)[O-])ccc1O	-2	13	2	0	-7
40	Cn1c(SCC(=O)NCCc2ccccc2)ncc(C(=O)Nc2ccccc2)c1=O	-4	-3	1	-6	-11

#	ADAM17 inh	Tn6 DDE FP	TDP2 absorb	ASAP1 inh	PLC-gamma1 inh
31	-6	8	6	2	-29
32	1	4	-3	11	2
33	-170	-5	-5	8	-339
34	-1	0	18	8	0
35	-2	6	4	2	1
36	-2	1	9	-9	0
37	-11	-7	10	9	-58
38	-5	-1	13	8	-2
39	3	2	-24	5	4
40	-4	10	-8	-13	1

Some values from above:
#36 in SIAE inh: -1
#35 in DDE Tn7 FP inh: -11

Later entries.
#	SMILES	ARFGAP1 inhibitor	ADAM10 inh	DDE Tn7 FP inh	SIAE inh	PLCb3 inh
41	COc1ccc(-c2coc3c(C(=O)NCCN4CCOCC4)cccc23)c(C)c1	8	-6	4	0	0
42	CCN(C(=O)CSc1nnc(-c2ccccc2F)n1N)c1c(N)n(Cc2ccccc2)c(=O)[nH]c1=O	10	2	-7	3	-3
43	CCNC(=O)C(=O)c1c(-c2ccccc2)[nH]c2ccccc12	7	-6	8	-5	1
44	NS(=O)(=O)c1cnccc1NCCc1ccccc1	2	-2	-5	3	-7
45	CCN(CC)CCCNC(=O)C(C)n1nc(C)c2sc3ccccc3c2c1=O (stereo not given)	1	-39	3	0	-6
46	CCOC(=O)CCCCCNC(=O)c1ccc(F)cc1F	4	5	-4	-1	5
47	COc1ccccc1N(CC(=O)N1CCN(Cc2ccccc2)CC1)S(=O)(=O)c1ccccc1	4	-4	10	5	1
48	O=C(CS(=O)(=O)c1ccc(C(F)(F)F)cn1)NNC(=O)c1ccccc1	0	0	-1	-4	-4
49	Cc1ccc(C(C)C)c(OCCNC(=O)c2ccccc2O)c1	-9	-9	3	-11	-15

#	ADAM17 inh	Tn6 DDE FP	TDP2 absorb	ASAP1 inh	PLC-gamma1 inh
41	-3	5	1	18	-4
42	-1	10	-14	-4	-2
43	-2	-4	9	4	1
44	1	4	-4	-6	-1
45	-8	-5	0	13	-3
46	-3	2	7	-4	2
47	-1	-7	2	8	1
48	0	-1	16	-11	1
49	-3	5	4	12	-6

Assay outcomes from PubChem BioAssay.
